DT40 TDP1 no CPT – qHTS for Inhibitors of human tyrosyl-DNA phosphodiesterase 1 (TDP1): qHTS in cells in absence of CPT | DT40 Tdp1-/- hTDP1 cells, no CPT, ATP luminescence, 48 h | Potency, µM (series often up to 46.2 µM), without a hit: at the highest dose activity change, negative = growth inhibition, usual class: inhibitors | hit rate 15% among 420,000 | AID 686978, 2013; further: nearly all actives have a fitted effect of over 55% in size
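Cells were dispensed at 400 per well, compounds added by pin tool, plates incubated ≥48 hr at 37 °C, then CellTiter-Glo added for 30 min at room temperature before luminescence reading. Line: DT40 Tdp1-/- complemented with hTDP1; camptothecin omitted.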
TDP1 cell CPT – DT40-hTDP1 cell growth loss with CPT. Potency, µM (series often up to 46.2 µM), for inactives: at the top dose activity change, negative = growth inhibition, most hits filed as inhibitors. hit rate 12% among 420,000. AID 686979. chicken DT40 Tdp1-/-;hTDP1 cells + 20 nM CPT, ATP luminescence, 48 h; further: nearly all actives have a fitted effect of over 55% in size
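Cell growth measured by CellTiter-Glo luminescence after a minimum 48 h, 37 C compound exposure with 20 nM CPT in Tdp1-knockout DT40 cells stably expressing hTDP1, seeded 400/well; qHTS titration format.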
TDP1 block – TDP1 (human) enzyme inhibition. Q9NUW8. recombinant TDP1, AlphaScreen DNA substrate cleavage. Potency, µM (highest dose often 130 µM), inactives show at the top dose activity change, negative = inhibition, hits mostly inhibitors. hit rate 0.28% among 350,000. AID 485290; further: nearly all actives have a fitted effect of over 40% in size
Target sequence (Q9NUW8 whole entry, looked up): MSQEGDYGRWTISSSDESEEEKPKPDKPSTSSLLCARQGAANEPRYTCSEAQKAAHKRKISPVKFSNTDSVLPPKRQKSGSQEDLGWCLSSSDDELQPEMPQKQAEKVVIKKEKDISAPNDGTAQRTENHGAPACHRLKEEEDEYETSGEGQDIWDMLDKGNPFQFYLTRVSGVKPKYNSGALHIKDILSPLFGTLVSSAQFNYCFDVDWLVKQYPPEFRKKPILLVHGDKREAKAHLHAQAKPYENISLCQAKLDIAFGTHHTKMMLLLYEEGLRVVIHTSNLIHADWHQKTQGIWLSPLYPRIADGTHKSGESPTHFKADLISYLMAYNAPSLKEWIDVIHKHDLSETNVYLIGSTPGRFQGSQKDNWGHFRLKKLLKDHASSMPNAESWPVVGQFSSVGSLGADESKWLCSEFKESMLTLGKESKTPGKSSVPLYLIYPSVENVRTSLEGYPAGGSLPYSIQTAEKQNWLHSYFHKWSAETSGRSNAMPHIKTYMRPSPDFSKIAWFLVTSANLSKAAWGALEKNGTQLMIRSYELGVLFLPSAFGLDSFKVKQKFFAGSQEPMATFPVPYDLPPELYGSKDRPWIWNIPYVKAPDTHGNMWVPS
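Enzyme-compound mixtures sat 15 min at room temperature, followed by a 5 min reaction with 15 nM final substrate and 10 min with AlphaScreen beads. Recombinant human Tdp1 was used at 1 nM final.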
The depositor's hits bear a star; ? = inconclusive; . = no result given; [ ] = remark or other dose. The call rests on the fitted dose curve; in most records, active means well fitted curve in the direction sought with a large enough effect; inconclusive means small, poorly fitted or top-dose-only effect, or another doubt; inactive means no such curve, though single readings can be large; an effect the other way counts as inactive or inconclusive. On the % scale 0 is the no-effect control and ±100 the full control effect; potency means the concentration at half of the fitted maximal effect.

smiles	DT40 TDP1 no CPT	TDP1 cell CPT	TDP1 block
C=CCC(C)(NCc1ccccc1)c1ccco1 (configuration not stated)	-7%	-13%	-8%
Cc1ccc(S(=O)(=O)N/N=C\c2ccc3c(c2)OCO3)c(C)c1	-9%	?	7%
O=C(Nc1ccc2c(c1)OCCO2)c1c[nH]c(=O)n(-c2ccc(F)c(Cl)c2)c1=O	-1%	4%	3%
COc1ccccc1C(=O)COC(=O)c1ccc(-n2cnnn2)cc1	?	2%	-11%
O=c1sc(N2CCN(c3ccccc3F)CC2)nc2ccsc12	?	?	1%
Cc1ccc(C(=O)NN=CC(=O)c2ccccc2)c(C)c1	-14%	-15%	1%
CC(=O)Nc1ccc(S(=O)(=O)NCC2CCC(C(=O)N3CCCCC3)CC2)cc1 (configuration not stated)	10%	-4%	.
CC(=O)Nc1cccc(-c2ccnc3c2CC(C)(C(=O)NCC2CC2)O3)c1 (configuration not stated)	2.9µM*	4.1µM*	.
Cc1csc(SCC(=O)N(C)CC(=O)Nc2ccccc2Cl)n1	-7%	-5%	.
CN(C)CCNc1ncnc2c1ncn2[C@H]1CN(Cc2ccc(Cl)cc2)C[C@@H](CO)O1	-25%	?	.
CCOc1ccc(C(=O)Nc2c(C(=O)Nc3ccccc3F)oc3ccccc23)cc1OCC	-11%	-29%	-1%
CSc1snnc1-c1ccccc1	-20%	19%	4%
O=C(NNC(=S)NCC1CCCO1)c1ccc(S(=O)(=O)N2CCOCC2)cc1 (configuration not stated)	-12%	0%	5%
CC1CCN(c2nc3ccc(C(=O)N4CCN(Cc5ccccc5)CC4)cc3s2)CC1	?	?	5%
Cc1ccccc1Nc1ncnc(N)n1	-2%	2%	3%
CCCCC(=O)Nc1ccc(C(=O)NNC(=O)c2ccco2)cc1	11%	14%	6%
CN(CC(=O)Nc1ccccc1N1CCOCC1)S(=O)(=O)c1ccc(Cl)cc1	?	21µM*	4%
Cc1ccc(C)c(S(=O)(=O)N2CCN(C(=O)c3ccnn3C)CC2)c1	-2%	4%	5%
COCCN1C[C@@H](CO)O[C@@H](n2cnc3c(N4CCN(c5ccccc5)CC4)ncnc32)C1	?	-17%	.
CCOC(=O)n1c(=O)n(Cc2ccccc2C)c2ccccc21	?	-28%	-3%
CN(C)c1ncnc2ccc(-c3ccc4c(c3)OCO4)cc12	23µM*	?	.
CC(Sc1nc2ccccc2c(=O)[nH]1)C(=O)O (configuration not stated)	-17%	0%	-3%
CCOC(=O)c1c(N)nn(C(=O)CC)c1-c1ccccc1	-26%	-12%	-5%
COCCN(CCOc1cc(C)cc(C)c1)Cc1ccc(Cl)cc1	-19%	?	.
O=C(CSCC(=O)N1CCOCC1)Nc1nc(-c2ccccc2)cs1	-11%	-5%	.
COc1ccc(N(C(=O)c2ccccc2)S(=O)(=O)c2ccc3c(c2)n(C)c(=O)n3C)cc1	?	?	-1%
O=C(c1cccs1)N1C(=O)c2cccc3cccc1c23	-27%	-11%	-5%
C/C(CC(=O)Nc1ccc(Cl)cc1Cl)=N\NC(N)=S	-29%	-18%	2%
O=C1Nc2cc(Cl)c(Cl)cc2N(O)N1c1cccc(Cl)c1	1%	-2%	1%
CC(C)(C)NS(=O)(=O)c1ccc(NC(=O)c2cc(-c3ccccc3)nc3ccccc23)cc1	0%	?	0%
C[C@H]1CNC(=O)c2c(C(=O)NC3CCN(C(=O)OC(C)(C)C)CC3)ncn21	3%	-10%	.
O=C1CCCS(=O)(=O)c2ccccc21	2%	21%	6%
S=C(NCCc1ccccc1)N1CCOCC1	-13%	1%	.
CC(C)C(=O)Nc1nnc(-c2ccco2)s1	-1%	9%	.
CC12CS(=O)(=O)CC1SC(=S)N2Cc1ccccc1 (configuration not stated)	-5%	0%	5%
CCOc1ccc(N=Cc2c(O)c3ccccc3oc2=O)cc1	-6%	5%	-5%
CCOc1ccccc1NC(=O)COn1nnc2ccc(Cl)cc21	-14%	-4%	-1%
O=C(Cn1nnc2ccccc2c1=O)NCC1CCC(C(=O)O)CC1 (configuration not stated)	-1%	-1%	.
O=C(CN1N=C(c2ccccc2)CCC1=O)NCc1ccc(F)cc1Cl	?	-28%	0%
Cc1ccc(Cl)cc1N(C)C(=O)c1sc2nc3n(c(=O)c2c1C)CCCC3	16µM*	?	4%
CCC(C(=O)NC1CCCC1)N(Cc1ccco1)C(=O)Cn1nnc(-c2ccc(C)cc2)n1 (configuration not stated)	?	?	-3%
CC1=CC(C)C2C(=O)N(c3ccccc3)C(=O)C2C1 (configuration not stated)	-1%	-2%	0%
CC(C)C(=O)Nc1nc2c(ncn2C2CC(O)C(CO)O2)c(=O)[nH]1 (configuration not stated)	?	-28%	3%
CCCCn1c(N)c(N(CC)C(=O)c2ccccc2F)c(=O)[nH]c1=O	0%	7%	7%
CS(=O)(=O)N1CCN(c2cnn(-c3ccccc3)c(=O)c2Cl)CC1	-13%	-6%	3%
Cc1cc(C(=O)CCl)c(C)n1CCc1ccc(Cl)cc1	3.7µM*	-99%	-8%
CCOc1ccc(/C=N/NC(=O)c2nnn(-c3nonc3N)c2COc2ccc(F)cc2)cc1	?	?	-1%
COc1ccc2nc(NC(=S)NC(=O)c3ccco3)sc2c1	?	-5%	3%

The last 4 entries of the part before lead into the next.
smiles	DT40 TDP1 no CPT	TDP1 cell CPT	TDP1 block
CS(=O)(=O)N1CCN(c2cnn(-c3ccccc3)c(=O)c2Cl)CC1	-13%	-6%	3%
Cc1cc(C(=O)CCl)c(C)n1CCc1ccc(Cl)cc1	3.7µM*	-99%	-8%
CCOc1ccc(/C=N/NC(=O)c2nnn(-c3nonc3N)c2COc2ccc(F)cc2)cc1	?	?	-1%
COc1ccc2nc(NC(=S)NC(=O)c3ccco3)sc2c1	?	-5%	3%
O=C(Nc1cccnc1)c1cc2nc(C3CC3)cc(C(F)(F)F)n2n1	?	?	7%
CCCCCN(C(=O)NC(=O)Nc1ccc(C)cc1C)S(C)(=O)=O	-25%	-26%	3%
COc1cccc(CNC(=O)CN2CCC(c3nc4ccc(C)cc4[nH]3)CC2)c1	?	?	5%
Cc1nn(-c2ccc(Cl)cc2)c2nc(-c3cccnc3)cc(C(F)(F)F)c12	4%	15%	7%
C/C(=N\OCC(=O)Nc1ccccc1Br)c1cccs1	?	-24%	1%
CCN1C(=O)[C@H]2[C@@H](c3ccc(-c4cc(C(C)=O)cs4)cc3)N[C@@](Cc3ccccc3)(C(=O)OC)[C@H]2C1=O	?	?	0%
O=C(Nc1ccccc1OC(=O)c1ccccc1)c1ccccc1	29µM*	?	.
COC(=O)[C@@H]1CCCN1Cc1ccc2c(c1)CN(Cc1cccn1-c1ccccn1)CCO2	-13%	9%[9.04 µM]	.
CCOC(=O)C1=C(C)Nc2nc3ccccc3n2C1c1cccs1 (configuration not stated)	0%	0%	1%
O=C(Cc1ccccc1)Nc1cccc(N2C(=O)C=CC2=O)c1	4.6µM*	5.2µM*	9%
Clc1ccc(Nc2ncn[nH]2)cc1	2%	-20%	-3%
COc1ccc(C(=O)NCCN2Cc3ccccc3OC(c3ccsc3)C2)c(OC)n1 (configuration not stated)	-16%	-13%[9.04 µM]	.
Fc1cccc(Cl)c1CSc1nnc(COc2cccc3cccnc23)o1	-26%	-22%	8%
CC(=O)c1cc2c(cc1NC(=O)C1CN(C(C)=O)c3ccccc3O1)OCO2 (configuration not stated)	21µM*	15µM*	-5%
Cc1cc(O)c(-c2cc(C(=O)NCCc3ccc(S(N)(=O)=O)cc3)[nH]n2)cc1C	?	-3%	1%
NC(=O)CSc1nnc(-c2ccc3c(c2)OCO3)o1	-2%	20%	-1%
COc1ccc(C2=NOC(COc3ccc4c(C)cc(=O)oc4c3)C2)c(OC)c1 (configuration not stated)	5.2µM*	4.1µM*	3%
CC(C)(C)c1ccc(Oc2ccc(N)cc2)cc1	-18%	-20%	3%
CSc1nnc(N2C(=O)C(O)=C(C(=O)c3ccco3)C2c2ccccc2F)s1 (configuration not stated)	0%	-27%	3%
O=C(Nc1nc(-c2cc(Cl)sc2Cl)cs1)c1ccccc1	?	?	-1%
CC(=O)Nc1cccc(NC(=O)CSc2nnnn2Cc2ccccc2)c1	?	-30%	7%
Cc1sc2nc(CSCC(=O)Nc3c(Cl)cccc3Cl)[nH]c(=O)c2c1C	9.2µM*	7.3µM*	2%
Cc1nc2sccn2c(=O)c1S(=O)(=O)Nc1ccc(N2CCN(C(=O)C(C)C)CC2)cc1	?	?	-2%
CCOC(=O)C1=NN(C(C)=O)C2(CC(=O)N(c3cccc(C)c3)C2=O)C1 (configuration not stated)	-26%	?	0%
CCN(CC)CCCNC(=O)CCn1nc(-c2ccccc2)ccc1=O	-22%	-4%	.
CCCc1nnc(NC(=O)OCC)s1	8%	-5%	.
CCc1ccc(C2C(C#N)=C(N)C(C#N)(C#N)C3=CCC(C(C)(C)C)CC32)cc1 (configuration not stated)	15µM*	?	0%
COc1ccc(CC(=O)N(C)CC(=O)Nc2ccc(F)cc2)cc1S(=O)(=O)N1CCOCC1	6%	0%	2%
CCN(CC)C(=O)CSc1nc2ccc(NC(=O)CSc3nnc(N)s3)cc2s1	?	?	1%
CCOc1ccccc1N1CC(C(=O)N2CCN(Cc3ccc(C#N)cc3)CC2)CC1=O (configuration not stated)	-19%	?	0%
CC(=O)Nc1cccc(N=NN2CCOCC2)c1	3%	6%	3%
COc1cc(N2N=C(c3ccccc3)CC2c2ccccc2)c(C=O)cc1C=O (configuration not stated)	18µM*	?	.
Cc1cc(=O)[nH]c(SCC(=O)c2ccccc2)c1C#N	-9%	-15%	7%
COc1nccnc1NS(=O)(=O)c1ccc(NC(=O)c2cccc(C)c2)cc1	-1%	2%	4%
CC12CCC(C(NC(=S)NN)C1=O)C2(C)C (configuration not stated)	?	-13%	.
Cc1cccnc1NC1(C(F)(F)F)N=C(c2ccccc2)NC1=O (configuration not stated)	-5%	-2%	3%
CCOc1ccc(NC(=O)C2CCN(S(=O)(=O)c3cc(-c4noc(C)n4)ccc3C)CC2)cc1	?	-26%	3%
C=CCC1(CC=C)CC(Cc2cnccn2)N(C(=O)OC(C)(C)C)C1 (configuration not stated)	?	?	.
CC(OC(=O)CSCC(=O)Nc1ccc(Cl)cc1)C(=O)N(C)Cc1ccccc1 (configuration not stated)	?	?	.
O=C(NCc1ccc2c(c1)OCO2)c1ccco1	19%	-6%	1%

Profiles, quoted from the list. Order of values: DT40 TDP1 no CPT | TDP1 cell CPT | TDP1 block
Shown for Cc1cccnc1NC1(C(F)(F)F)N=C(c2ccccc2)NC1=O (configuration not stated) : -5% | -2% | 3%
Shown for COc1nccnc1NS(=O)(=O)c1ccc(NC(=O)c2cccc(C)c2)cc1 : -1% | 2% | 4%
Shown for CC12CCC(C(NC(=S)NN)C1=O)C2(C)C (configuration not stated) : ? | -13% | .
Shown for CC(OC(=O)CSCC(=O)Nc1ccc(Cl)cc1)C(=O)N(C)Cc1ccccc1 (configuration not stated) : ? | ? | .

New compounds follow
smiles	DT40 TDP1 no CPT	TDP1 cell CPT	TDP1 block
Cc1nnc(NC(=O)C(=O)c2cc(C)n(-c3ccc(C)c(C)c3)c2C)s1	-22%	-26%	9%
O=[N+]([O-])c1cc(/C=N/N2CCOCC2)cs1	-5%	12%	.
CCCOC(=O)c1ccc(NC(=O)Cc2csc(C)n2)cc1	?	-37%	2%
O=C(NNC(=O)C1CCN(Cc2ccccc2)CC1)c1cccs1	8%	9%	3%
CCc1c(C)sc(NC(=O)CC#N)c1C#N	?	-26%	.
CCS(=O)(=O)N1CCC(C(=O)NCCN2CCN(Cc3ccccc3)CC2)CC1	-9%	-14%	4%
Cc1ccc(C(c2sc3ncnn3c2O)N2CCC(C)CC2)cc1 (configuration not stated)	-27%	-15%	5%
COc1ccc(-c2nnn(CC(=O)N(Cc3ccc(F)cc3)C(C(=O)NC3CCCC3)c3ccc(F)cc3)n2)cc1 (configuration not stated)	?	21µM*	.
CC(C)(C)C(=O)NC1CCN(S(=O)(=O)c2cccc(C(F)(F)F)c2)CC1	-20%	-24%	2%
CC(NC(=O)CN1CCN(S(=O)(=O)c2ccc(Br)cc2)CC1)c1ccccc1 (configuration not stated)	-26%	0%	-3%

From PubChem
